Epigenetic mod – epigenetic GFP locus derepression in mouse cells | Potency, µM (top dose mostly 46.1 µM), for the others: at the highest dose GFP derepression (activation) | 68,000 compounds, 0.09% hits | AID 597 | mouse C127i GFP locus derepression, cytometry, 30 h; note: % of control where 0% means no effect
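Derepression screen: silenced CMV-GFP reporter in murine C127i cells, 30 h compound incubation at 37 C, washed cells imaged by laser-scanning cytometer to enumerate GFP-expressing objects of 20 to 120 um.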
HBB splicing – alters splicing of the hemoglobin beta chain | HBB splicing reporter cell assay, activation; EGFP reporter with mutant IVS2-654 intron; response scale: normalised to 500 nM splice-correcting PNA | 65,000 compounds, 0.06% hits | Potency, µM (series often up to 46.1 µM), without a hit: at the top dose activation, most hits filed as activators | AID 925; note: potency is the fitted concentration of half-maximal effect; 0% is about no effect
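HeLa cells stably expressing EGFP interrupted by mutant beta-globin intron 2 (IVS2-654), 500/well in 2% FCS. Treated with compound for 2 days at 37C. Splicing correction scored as total well GFP intensity (488 nm excitation, 500-520 nm emission); 500 nM antisense PNA served as control.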
4-MU autofl – 4-MU region autofluorescence. max dye-equivalent concentration, M. 59,000 compounds, 11% hits. AID 589. compound autofluorescence, 340/450 nm, 4-MU equivalents; stronger effect = higher value; in the data active = max dye-equivalent concentration above about 10 nM; inconclusive = mostly about 1.1 nM to 9.6 nM
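Compounds in 100 mM Tris, pH 8.0, sat 15 min at room temperature before fluorescence was read at 340 nm excitation/450 nm emission; a per-plate six-point 4-MU standard curve converted signals to dye-equivalent concentration at each compound concentration.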
Ub-GFP proteasome – ubiquitin-GFP accumulation via proteasome inhibition; Ubiquitin-GFP reporter cells, proteasome inhibition, GFP fluorescence; response scale: untreated = 0%, 10 µM MG-132 = 100%; Potency, µM (highest dose often 45.9 µM), for the others: at the top dose activation (GFP accumulation), usual class: activators; 67,000 tested, under 10 active; AID 526; active = well fitted activation curve with a large enough effect, not every such curve was filed as active; inconclusive = small, poorly fitted or top-dose-only effect, or another doubt; inactive = no such curve, though single readings can be large or run the other way; note: potency is the fitted concentration of half-maximal effect
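Reporter cells (U2OS, ubiquitin-G76V-GFP fusion) are plated overnight, then treated 4 hr at 37 °C with compound titrations from 46 uM down to 2.9 nM. Activity is scaled against untreated cells and 10 uM MG-132.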
Hsp90 Hop PPI – changes Hsp90-Hop TPR2A binding signal, up or down. AlphaScreen TPR2A-His6 binding biotin-Hsp90 C-terminal peptide. Potency, µM (doses to about 57 µM), for the others: top-dose activity change, negative = inhibition. 71,000 compounds, 0.44% hits. AID 595; active = well fitted curve in either direction with a large enough effect; inconclusive = small, poorly fitted or top-dose-only effect, or another doubt; note: potency is the fitted concentration of half-maximal effect; % is set by controls: 0 for no effect and ±100 for the full control effect; many of its hits are not listed in these tables
Pol III holo inh – DNA polymerase III holoenzyme inhibition; reconstituted DNA polymerase III holoenzyme replication, biochemical; Potency, µM (titrated, usually from 57.1 µM), inactives show at the highest dose activity change, negative = inhibition; 71,000 compounds, 0.25% hits; note: potency is the fitted concentration of half-maximal effect; % is set by controls: 0 for no effect and ±100 for the full control effect
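Reconstituted *E. coli* holoenzyme (0.35 nM Pol III, 1 nM beta, 154 nM SSB, 2 nM primase) was preincubated with compound for 15 min at RT. Synthesis on 1.4 nM ssM13Gori ran 35 min, then was stopped with PicoGreen/EDTA and read as dsDNA fluorescence.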
Rhodamine autofl – compound autofluorescence in rhodamine spectral region; Rhodamine-region fluorescence, 547/598 nm, Tris buffer; stronger effect = higher value; max dye-equivalent concentration, M; 59,000 compounds, 0.05% hits; AID 594; in the data active = max dye-equivalent concentration above about 11 nM; inconclusive = between about 1.1 nM and that limit
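Compound fluorescence in 100 mM Tris, pH 8.0, read after 15 min at room temperature with 547 nm excitation and 598 nm emission. Output is dye-equivalent concentration from an on-plate rhodamine standard series.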
TexasRed autofl – compounds fluorescent in Texas Red spectral region; Compound fluorescence, Texas Red channel, 547/618 nm; stronger effect = higher value; max dye-equivalent concentration, M; 59,000 compounds, 0.06% hits; AID 587; in the data active = max dye-equivalent concentration above about 10 nM; inconclusive = between about 1.1 nM and that limit
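qHTS profiling of intrinsic compound fluorescence; 100 mM Tris pH 8.0; 15 min RT; ex 547 / em 618 nm; response expressed as Texas Red dye-equivalent concentration from six-point plate standard.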
Fluorescein autfl – compound fluoresces in the fluorescein spectral region; Compound autofluorescence, 480/540 nm, fluorescein-equivalent; stronger effect = higher value; max fluorescein-equivalent concentration, M; 59,000 compounds, 0.91% hits; AID 593; in the data active = max fluorescein-equivalent concentration above about 10 nM; inconclusive = between about 1.1 nM and that limit
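First, buffer (100 mM Tris, pH 8.0) dispensed; second, compounds and fluorescein standards pinned in; third, 15 min room-temperature incubation; finally, imaging at ex 480 nm/em 540 nm. Fluorescence normalized against the six-point fluorescein curve.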
HADH2 inh – blocks human hydroxyacyl-CoA dehydrogenase type II | 73,000 compounds, 3.4% hits | Q99714 | recombinant HADH2, NADH fluorescence, beta-hydroxybutyryl-CoA | Potency, µM (titrated, usually from 57.1 µM), for inactives: at the top dose activity change, negative = inhibition, actives largely listed as inhibitors; note: potency is the fitted concentration of half-maximal effect; % is set by controls: 0 for no effect and ±100 for the full control effect; nearly all actives have a fitted effect of over 60% in size; many of its hits are not listed in these tables
Target sequence (Q99714 whole entry, looked up, one chain of several): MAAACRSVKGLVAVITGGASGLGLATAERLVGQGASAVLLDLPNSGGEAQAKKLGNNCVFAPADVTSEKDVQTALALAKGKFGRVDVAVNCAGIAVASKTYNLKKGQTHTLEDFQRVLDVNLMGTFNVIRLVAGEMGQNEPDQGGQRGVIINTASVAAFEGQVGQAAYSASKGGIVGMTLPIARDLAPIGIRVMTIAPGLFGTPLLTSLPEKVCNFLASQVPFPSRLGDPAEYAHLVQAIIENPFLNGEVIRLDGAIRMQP
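20 nM HADH2 + cpd, 15 min RT; add 1 mM NAD+/90 uM beta-hydroxybutyryl-CoA; kinetic fluorescence 360/450 nm, 4 min. Tris-HCl pH 9.0, 0.01% Tween-20.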
ALOX15 inhib – blocks human 15-lipoxygenase activity; P16050; purified 15hLO-1, xylenol orange hydroperoxide absorbance; Potency, µM (series often up to 57.1 µM), for the others: top-dose activity change, negative = inhibition, usual class: inhibitors; 74,000 compounds, 1.4% hits; AID 887; note: potency is the fitted concentration of half-maximal effect; % is set by controls: 0 for no effect and ±100 for the full control effect; nearly all actives have a fitted effect of over 55% in size
Target sequence (P16050 whole entry, looked up): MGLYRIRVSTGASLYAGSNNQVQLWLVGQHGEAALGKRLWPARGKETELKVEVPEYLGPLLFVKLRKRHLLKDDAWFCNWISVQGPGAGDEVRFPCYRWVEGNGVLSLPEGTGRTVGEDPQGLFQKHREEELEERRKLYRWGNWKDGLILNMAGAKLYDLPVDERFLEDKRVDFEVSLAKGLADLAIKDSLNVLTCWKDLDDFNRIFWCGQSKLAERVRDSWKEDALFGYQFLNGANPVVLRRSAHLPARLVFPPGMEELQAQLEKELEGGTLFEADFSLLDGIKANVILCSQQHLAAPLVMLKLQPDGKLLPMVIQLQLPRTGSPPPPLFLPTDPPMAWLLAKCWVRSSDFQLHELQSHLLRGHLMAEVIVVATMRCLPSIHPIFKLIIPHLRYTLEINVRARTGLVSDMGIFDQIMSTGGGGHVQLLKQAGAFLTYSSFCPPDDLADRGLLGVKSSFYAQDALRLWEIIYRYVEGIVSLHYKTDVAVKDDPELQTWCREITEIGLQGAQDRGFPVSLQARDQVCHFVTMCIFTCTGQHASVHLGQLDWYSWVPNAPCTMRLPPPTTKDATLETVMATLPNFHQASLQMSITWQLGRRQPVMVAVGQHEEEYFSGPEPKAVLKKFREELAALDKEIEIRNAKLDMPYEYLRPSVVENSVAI
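Quantitative HTS in 25 mM Hepes pH 7.5 containing 0.01% Triton X-100: human 15hLO-1 at 40 nM, arachidonic acid at 50 uM, 6 min turnover. Product quantified via ferrous oxidation/xylenol orange, 573:405 nm absorbance ratio.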
The depositor's hits bear a star; i = inactive; u = inconclusive; x = not tested or not shown; & = joins results of further samples; ! = not confirmed by another sample; [ ] = remark or other dose. Unless noted, calls come from the whole dose curve; as a rule, active = well fitted curve in the direction sought with a large enough effect; inconclusive = small, poorly fitted or top-dose-only effect, or another doubt; inactive = no such curve, though single readings can be large; an effect the other way counts as inactive or inconclusive.

Compound,TexasRed autofl,Fluorescein autfl,Ub-GFP proteasome,Hsp90 Hop PPI,Epigenetic mod,HBB splicing,4-MU autofl,Rhodamine autofl,Pol III holo inh,ALOX15 inhib,HADH2 inh
COC(=O)c1c(C)n(Cc2ccc3c(c2)OCO3)c2ccc(O)cc12,i,i,7%,-5%,-3%,-0.8%,i,i,-2%,u,u
COc1ccc(CCN(C)Cc2c(F)cccc2F)cc1OC,x,x,12%,0%,4%,-1.3%[9.22 µM],x,x,-6%,2%,0%
Cc1ccc(S(=O)(=O)Cc2ccc(C(=O)N3CCC4(CC3)OCCO4)o2)cc1,i,i,18%,-2%,0%,0.1%[1.84 µM],i,i,-12%,-1%,3%
CC(=O)c1c(O)n(C)c(=S)n(-c2ccccc2)c1=O,i,u,1%,-3%,0%,-2.1%,i,i,-12%,-11%,10%
O=C1NC(=O)C2(Cc3ccccc3N3CCCC32)C(=O)N1Cc1ccccc1 (stereo unspecified),i,i,5%,-5%,6%,-2.9%[57.5 µM],u,i,-9%,-7%,-5%
CCOC(=O)C1(c2ccccc2)CCN(Cc2cccc(C(=O)O)c2)CC1,i,i,-1%,0%,2%,-0.1%[57.5 µM],i,i,-3%,10%,-9%
C=CCO[C@@H](Cn1ccnc1)c1ccc(Cl)cc1Cl,i,i,-5%[20.5 µM],-3%[26 µM],0%[20.6 µM],1.0%[20.6 µM],i,i,-9%[25.6 µM],41%[activator][25.6 µM],-6%[25.6 µM]
CCOC(=O)N(CC)c1ccc(C(O)(C(=O)OCC)C(F)(F)F)cc1 (stereo unspecified),x,x,3%,-3%,2%,-0.9%,x,x,-2%,12%,4%
COC(=O)[C@H]1C(=O)[C@H](C(=O)OC)[C@@H]2CC[C@H]1N2C,i,i,2%[9.17 µM],0%[11 µM],9%[9.22 µM],3.1%[9.22 µM],i,i,-7%[11.4 µM],5%[11.4 µM],9%[11.4 µM]
CC1CN=C(Nc2cccc3ccccc23)S1 (stereo unspecified),i,u,1%,-24%,-2%,-0.3%[57.5 µM],i,i,-8%,26%,5%
[O-]/[N+](=N\O)c1ccccc1,x,x,x,-3%,x,0.7%,x,x,10%,-26%,u
c1ccc(N2CC3(CCNCC3)C2)cc1,i,i,-8%,-3%,0%[9.22 µM],2.5%,i,i,-8%,-5%,-6%
C(CCOCC1CO1)COCC1CO1 (stereo unspecified),x,x,x,1%,x,-0.5%,x,x,1%,-4%,3%
C1=C(c2c[nH]c3ccccc23)CCNC1,i,u,-1%,-12%,4%,-1.6%,i,i,-4%,u,-3%
Cc1ccc(N)cc1Cl,x,x,x,1%,x,1.3%,x,x,-3%,4%,3%
CC(C)(C)NC[C@H](O)c1ccccc1Cl,i,u,0%,-3%,-1%,1.0%,i,i,-6%,8%,-11%
COC(=O)c1ccc(COc2cc(C)cc3oc(=O)c4c(c23)CCCC4)o1,x,x,-3%[9.17 µM],2%[11 µM],-4%,0.0%[0.0738 µM],x,x,-10%[11.4 µM],2%[11.4 µM],103%[activator][11.4 µM]
O=C(O)C1CN2CCC1CC2 (stereo unspecified),x,x,9%,0%,0%,2.1%,x,x,-4%,0%,-3%
C[N+]1(C)[C@@H]2CC[C@H]1CC(OC(=O)c1c[nH]c3ccccc13)C2 (stereo partly specified),i,i,0%,-9%,-2%,3.2%,i,i,-3%,16µM*,-8%
Nc1cccc2c(N)cccc12,x,x,x,-3%,x,-0.8%,x,x,-8%,-16%,32µM*
Nc1nc(N)c(N=Nc2ccc([As](=O)(O)O)cc2)c(=O)[nH]1,i,u,2%[9.17 µM],-3%[11 µM],5%[9.22 µM],0.2%[9.22 µM],i,i,-3%[11.4 µM],-2%[11.4 µM],-6%[11.4 µM]
CN=C=S,x,x,x,1%,x,0.1%,x,x,1%,2%,-23%
COc1ccccc1N=Cc1c(O)n(C)c(=O)n(C)c1=O,x,x,3%,-1%,4%,-1.3%,x,x,-2%,1%,-1%
c1cc(N2CCCC3(CCNCC3)C2)ccn1,i,i,-3%,-4%,0%[9.22 µM],5.7%,i,i,2%,27%,-3%
COc1ccc(CN2C(=O)CC(=O)NC2=O)cc1,i,i,-5%,-1%,2%,8.5%[0.369 µM],i,i,-1%,-4%,-11%
C(=NCCN1CCOCC1)=NC1CCCCC1,i,i,-5%[9.17 µM],-2%[11 µM],2%[9.22 µM],0.6%[9.22 µM],i,i,-2%[11.4 µM],3%[11.4 µM],3%[11.4 µM]
N[C@@H](CP(=O)(O)O)C(=O)O,i,i,4%[9.17 µM],-3%[11 µM],0%[9.22 µM],2.2%[9.22 µM],i,i,8%[11.4 µM],0%[11.4 µM],-6%[11.4 µM]
CCCCn1c(C)c(C(=O)O)c2cc(OC)ccc21,i,u,4%,0%,0%,0.1%[57.5 µM],i,i,-5%,-9%,12%
COc1ccc2c(c1OC)CN1CCc3cc4c(cc3[C@H]1C2)OCO4,i,i,12%[20.5 µM],-9%[26 µM],-1%[20.6 µM],0.1%[20.6 µM],u,i,6%[25.6 µM],6%[25.6 µM],-7%[25.6 µM]
CCCCn1c(=O)c(C(=O)Nc2nc3ccccc3[nH]2)c(O)c2ccccc21,i,i,6%,2%,0%,x,u,i,-3%,26%,11%
O=C1C2CC=CCC2C(=O)N1SC(Cl)(Cl)Cl (stereo unspecified),x,x,x,-2%&-3%,x,-0.3%&-0.9%,x,x,40µM*!,u,0.079µM*
CCCCn1c(O)c(C(C)=NC(C)c2ccccc2)c(=O)[nH]c1=O (stereo unspecified),u,u,-5%,-3%,4%,-0.7%[0.369 µM],i,i,-5%,-7%,2%
CNc1ccc2oc(C[C@@H]3O[C@@]4(CC[C@H]3C)O[C@@H]([C@@H](C)C(=O)c3ccc[nH]3)[C@@H](C)C[C@H]4C)nc2c1C(=O)O,i,u,-2%,-18%,-1%,-0.2%,5.9e-08M*,i,-5%,x,u
CCOC(=O)C1C(=O)NC23CCCC2C1c1ccccc1O3 (stereo unspecified),i,i,9%,1%,0%,-2.7%,i,i,-2%,4%,2%
COC(=O)[C@@H]1C[C@@]1(C)[C@@H](NP(=O)(c1ccccc1)c1ccccc1)c1ccccc1,x,x,x,-1%,x,0.2%,x,x,-1%,5%,6%
CSC([N-]/N=C/c1cccc(C)n1)=[S]=[Cu].CS[C@H]([S-])[N-]/N=C/c1cccc(C)n1,i,i,5%[9.17 µM],3.2µM*,0%[9.22 µM],3.5%[9.22 µM],i,i,-4%[11.4 µM],u,5%[11.4 µM]
Cc1cc(OC(=O)c2ccco2)c2c3c(c(=O)oc2c1)CCC3,x,x,11%[9.17 µM],1%[11 µM],0%,-0.5%[0.0738 µM],x,x,6%[11.4 µM],8%[11.4 µM],16%[11.4 µM]
CCN(CC)c1ccc(N=Cc2c(O)n(-c3ccccc3C)c(=O)[nH]c2=O)cc1,i,u,x,x,-4%[20.6 µM],x,1.6e-06M*,i,x,x,x
O=C(Cn1cnc2ccccc2c1=O)NCC(=O)N1CCC2(CC1)OCCO2,i,i,15%,-5%,-1%,2.1%,i,i,-2%,13%,0%
COc1ccc(-n2c(C)nc3cc(C(=O)N4CCC5(CC4)OCCO5)ccc32)cc1,i,i,2%,2%,0%,-1.4%,i,i,2%,7%,-3%
O=C(O)C(C(=O)O)P(=S)(S)c1ccccc1 (stereo unspecified),i,i,-2%[9.17 µM],-4%[11 µM],-1%[9.22 µM],2.5%[9.22 µM],i,i,6%[11.4 µM],-1%[11.4 µM],9%[11.4 µM]
O=C(Nc1ccccc1)N1CC[C@@]2(CCCN(C(=O)Oc3ccccc3)C2)C1,i,i,-8%,-4%,7%[9.22 µM],1.5%,i,i,-6%,7%,5%
CC(C)(C)c1cc(C#N)cc(Br)c1OP(=O)(Oc1c(Br)cc(C#N)cc1C(C)(C)C)c1ccccc1,i,i,0%[9.17 µM],-4%[11 µM],-6%[9.22 µM],0.8%[9.22 µM],i,i,-10%[11.4 µM],-10%[11.4 µM],2%[11.4 µM]
CC(=O)CC(C)(C)n1c[n+](C)nn1,i,i,x,x,3%[20.6 µM],x,i,i,x,x,x

Compound activity: PubChem, National Center for Advancing Translational Sciences (NCATS)

Not all compounds are listed; rates above refer to the full screens.
